M. tuberculosis: growth inhibition of non-replicating M. tuberculosis (AID 488890); inhibition, % at 25 µM; hits with a dose series show IC50 in µM; Mycobacterium tuberculosis non-replicating, growth inhibition; higher % means a stronger effect; 0.39% of 320,000 active; in the data active means a potency from the dose series; inconclusive means inhibition mostly from about 82% at the one dose, without a potency; inactive means the rest, 99 in 100 with inhibition below about 76%;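 further: plate controls were DMSO cells for no effect and high antibiotic wells for full effect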
H37Rv inhibition: M. tuberculosis growth inhibition, HTS (AID 449762); M. tuberculosis H37Rv growth inhibition, 7H9 media; higher % means a stronger effect; one-dose inhibition, % at 25 µM; IC50 in µM for titrated hits; 0.59% of 330,000 active; in the data active means a potency from the dose series; inconclusive means inhibition above about 70% without an active follow-up result;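 further: bacterial growth assessed after seven days of incubation; strong numbers were not always called active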
H1N1 NS1A inhibition: H1N1 influenza NS1A inhibitors, functional cell based assay (AID 504329); 0.3% of 340,000 active; NS1A functional cell-based assay, percent inhibition; higher % means a stronger effect; inhibition, % at 12.5 µM; hits with a dose series show IC50 in µM; in the data active means a potency from the dose series; inconclusive means inhibition above about 27% without an active follow-up result; further: strong numbers were not always called active
PhoP GFP inhibition: PhoP regulon inhibitors, Salmonella typhi PhoP promoter GFP reporter, confirmatory (AID 1850); Salmonella Typhi PhoP-promoter GFP reporter, fluorescence, 4 h; higher % means a stronger effect; one-dose inhibition, % at 50 µM; IC50 in µM for titrated hits; 0.33% of 310,000 active; in the data active means a potency from the dose series; inconclusive means inhibition mostly from about 25% at the one dose, without a potency; inactive means the rest, 99 in 100 with inhibition below about 19%;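 further: 0% = induced wells with vehicle and 100% = uninduced wells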
inhibitors of VEEV: inhibitors of VEEV TC-83 cytopathic effect, confirmation, Vero cells (AID 588727) | Vero cells, VEEV TC-83 cytopathic effect inhibition; higher % means a stronger effect | inhibition, % at 20 µM, or IC50 in µM where a hit was titrated | 0.13% of 350,000 active; in the data active means a potency from the dose series; inconclusive means inhibition mostly from about 14% at the one dose, without a potency; inactive means the rest, 99 in 100 with inhibition below about 12%; further: strong numbers were not always called active
inhibitors of VEEV 10K pilot screen: second read-out of inhibitors of VEEV, no call of its own (marks repeat the call); inhibition, %; measured here: 10K pilot screen inhibition
An asterisk follows results filed as active; i = inactive; u = inconclusive; x = no result given; & = joins results of further samples.

SMILES	M. tuberculosis	H37Rv inhibition	H1N1 NS1A inhibition	PhoP GFP inhibition	inhibitors of VEEV	others
Cc1ccccc1-n1c(O)c(C=NC2CCS(=O)(=O)C2)c2ccccc2c1=O (configuration not stated)	1%	2%	-1%	0%	i
CC1=C(C(=O)NC2CCCc3c2cnn3-c2cc(F)cc(F)c2)OCCO1 (configuration not stated)	-8%	-11%	-15%	-5%	7.5%
O=C(Nc1ccc2c(c1)OCO2)c1cc(-c2ccc(O)cc2)on1	57%	5%	6%	6%	4.4%
O=C(COc1ccc(S(=O)(=O)Nc2ccccc2)cc1)NCc1cccnc1	-6%	3%	-2%	-4%	2.5%
CC[n+]1c(-c2ccccc2)c2cc(N)ccc2c2ccc(N)cc21	x	x	8%	x	3.7%
COc1ccccc1C(=O)N/C(=C\c1ccc(Br)cc1)C(=O)NCCC(=O)O	9%	-1%	-8%	5%	0.9%
Cc1cc(NC(=O)c2ccc3nc(C)sc3c2)no1	-1%	-4%	-9%	2%	i
COc1ccc(CN(CCN(C)C)Cc2ccccc2)c(OC)c1	30%	1%	-10%	1%	1.9%
Cc1ccccc1C(=O)NCc1ccncc1	1%	3%	-9%	1%	i
CC(=O)Nc1ccc(S(=O)(=O)N2CCN(S(=O)(=O)N3CCOCC3)CC2)cc1	-13%	-1%	3%	-9%	1.5%
COC(=O)c1cccc(NC(=O)CSCc2ccccc2)c1	59%	70%	-21%	2%	i
Cc1cc(NC(=O)C2CCCCC2)ncc1NC(=O)c1ccccn1	17%	9%	6%	2%	0.7%
CC1CC(NC(=O)/C(C#N)=C/c2ccc[nH]2)CC(C)(C)C1 (configuration not stated)	-10%	-3%	2%	5%	0.2%
CCc1cc2c(-c3ccccc3)cc(=O)oc2cc1OCC(C)=O	-6%	8%	3%	-4%	2.3%
CN(CC(=O)N1CCCCCC1)S(=O)(=O)c1ccc(Br)s1	-5%	-4%	x	-1%	x
COc1cccc(NC(=O)N2CCC(NC(=O)C(Cc3ccccc3F)NC(C)=O)CC2)c1 (configuration not stated)	-4%	2%	-2%	4%	0.1%
COc1cccc(/C=N/Nc2ccc(S(=O)(=O)O)cc2)c1O	20%	1%	-2%	7%	0.5%
CSCC[C@H](NC(=O)Nc1ccc(C)cc1C)C(=O)O	-4%	-2%	0%	5%	0.1%
CCC(C)NC(=O)C1CCCN1S(=O)(=O)c1ccc(Cl)cc1 (configuration not stated)	-3%	-2%	-4%	4%	0.1%
Cc1cc(C)c(NC(=O)COC(=O)c2c(C)noc2C)c(Cl)c1	3%	1%	-11%	x	i
COc1ccc(C(CNC(=O)COc2ccccc2C)N2CCCC2)cc1 (configuration not stated)	2%	-2%	-2%	-5%	1.1%
OCc1cn(-c2ccccc2)nc1-c1ccc(Br)cc1	68%	61%	-1%	-6%	6.5%
Cc1ccccc1C(=O)Nc1ccnn1C1CCN(Cc2cnn(C)c2)CC1	-1%	-4%	-6%	4%	2.0%
Cc1onc(-c2c(F)cccc2Cl)c1C(=O)OCn1nnc2ccccc2c1=O	-3%	1%	1%	2%	i
CC1=Nc2cccc([N+](=O)[O-])c2NC(=O)C1	x	x	12%	x	0.8%
CN(C)/C=C/C(=O)c1cccc([N+](=O)[O-])c1	-3%	4%	x	-3%	2.3%
COC(=O)C1C(OC(=O)c2ccccc2)CC2CCC1N2C (configuration not stated)	-7%&-8%	-10%&-13%	-25%&-5%	1%	i
Oc1ccc(Cl)cc1	-6%	-2%	-2%	x	0.2%
COCCNC(=O)C(c1ccccc1)N(Cc1cccs1)C(=O)Cn1nnc2ccccc21 (configuration not stated)	4%	-1%	-2%	-2%	i
O=C(Nc1ccccc1N1CCCC1)c1cc(Cl)ccc1Cl	67%	u	-7%	-13%	i
CCC(=O)N1CCc2cc(S(=O)(=O)CCC(=O)N3CCN(c4ccc(Cl)cc4)CC3)ccc21	13%	-3%	0%	2%	1.3%
Cc1cc(C(=O)CSc2nc3ccccc3o2)c(C)n1CC1CCCO1 (configuration not stated)	3%	5%	14%	-2%	i
CC1CCC(NC(=O)COC(=O)c2n[nH]c(=O)c3ccccc23)CC1 (configuration not stated)	-18%	-8%	-6%	3%	2.2%
CCN(Cc1ccccc1)C(=O)C1CCN(C/C(C)=C/c2ccccc2)CC1	38%	6%	-2%	-3%	i
Cc1nnc(NC(=O)C2CCCN(S(=O)(=O)c3ccccc3C(F)(F)F)C2)s1 (configuration not stated)	2%	1%	9%	8%	1.4%	inhibitors of VEEV 10K pilot screen=0.5
CSc1ccc(/C=N/NC(=O)c2cccc(Cl)c2)cc1	56%	-1%	1%	4%	0.9%
CC(C)C(=O)NC(=S)N1CCc2ccccc21	13%	6%	-8%	-5%	i
CCOc1ccc(-c2cc(C(=O)N/N=C(\C)c3cccnc3)c3ccccc3n2)cc1	-1%	-3%	-9%	-5%	5.0%
CC(C)(C)NC(=O)C(=O)NCc1ccncc1	-2%	5%	0%	-2%	0.5%
c1ccc(Cn2c(NCc3ccncc3)nc3ccccc32)cc1	16%	-4%	-6%	-3%	0.3%
c1ccc(N/N=C(\Cc2ncc[nH]2)c2ccccc2)cc1	31%	5%	4%	-8%	0.1%
COc1ccc(/C=C/C(=O)NCc2ccc3c(c2)OCO3)cc1OC	-1%	1%	0%	9%	0.1%
Nc1nonc1C(=O)NCCNCc1cc(Br)ccc1OCc1ccc(F)cc1	39%	-7%	1%	-4%	i
O=C(OCC(=O)N1CCCCC1)c1cccs1	1%	-13%	0%	x	0.1%
COc1ccccc1C(CC(N)=O)c1ccco1 (configuration not stated)	-4%	-3%	0%	-1%	1.5%
CCCSc1nc(N)cc(=O)[nH]1	-8%	5%	3%	6%	i
Cc1ccc(C(C(=O)NCc2ccco2)N(Cc2ccco2)C(=O)CNC(=O)c2ccco2)cc1 (configuration not stated)	29%	-4%	2%	-4%	9.8%
Cc1ccc(C)n1-c1ccc(N2CCOCC2)nc1	13%	-8%	7%	5%	2.2%

In the list so far, eleven contain four or more nitrogen atoms.
SMILES	M. tuberculosis	H37Rv inhibition	H1N1 NS1A inhibition	PhoP GFP inhibition	inhibitors of VEEV	others
CC(=O)Nc1ccc(S(=O)(=O)N2CCN(S(=O)(=O)N3CCOCC3)CC2)cc1	-13%	-1%	3%	-9%	1.5%
Cc1cc(NC(=O)C2CCCCC2)ncc1NC(=O)c1ccccn1	17%	9%	6%	2%	0.7%
COc1cccc(NC(=O)N2CCC(NC(=O)C(Cc3ccccc3F)NC(C)=O)CC2)c1 (configuration not stated)	-4%	2%	-2%	4%	0.1%
Cc1ccccc1C(=O)Nc1ccnn1C1CCN(Cc2cnn(C)c2)CC1	-1%	-4%	-6%	4%	2.0%
Cc1onc(-c2c(F)cccc2Cl)c1C(=O)OCn1nnc2ccccc2c1=O	-3%	1%	1%	2%	i
COCCNC(=O)C(c1ccccc1)N(Cc1cccs1)C(=O)Cn1nnc2ccccc21 (configuration not stated)	4%	-1%	-2%	-2%	i
Cc1nnc(NC(=O)C2CCCN(S(=O)(=O)c3ccccc3C(F)(F)F)C2)s1 (configuration not stated)	2%	1%	9%	8%	1.4%	inhibitors of VEEV 10K pilot screen=0.5
CCOc1ccc(-c2cc(C(=O)N/N=C(\C)c3cccnc3)c3ccccc3n2)cc1	-1%	-3%	-9%	-5%	5.0%
c1ccc(Cn2c(NCc3ccncc3)nc3ccccc32)cc1	16%	-4%	-6%	-3%	0.3%
c1ccc(N/N=C(\Cc2ncc[nH]2)c2ccccc2)cc1	31%	5%	4%	-8%	0.1%
Nc1nonc1C(=O)NCCNCc1cc(Br)ccc1OCc1ccc(F)cc1	39%	-7%	1%	-4%	i

(continued)
SMILES	M. tuberculosis	H37Rv inhibition	H1N1 NS1A inhibition	PhoP GFP inhibition	inhibitors of VEEV	others
CCOC(=O)c1c(C)[nH]c(C)c1C(=O)COC(=O)c1cc2ccccc2cc1O	1%	8%	1%	-5%	2.9%
Cc1ccc(SCCC(=O)Nc2cccc(N(C)S(C)(=O)=O)c2)cc1	6%	8%	-6%	17%	3.6%
Cc1ccc(C)c(NC(=S)Nc2ncccc2C)c1	62%	6%	3%	-4%	i
CCn1c2ccccc2c2cc(N=C3SC(CC(=O)Nc4ccccc4OC)C(=O)N3CCOC)ccc21 (configuration not stated)	-5%	0%	2%	-5%	3.9%
CCOc1ccc(CNC(=O)C2CCN(S(=O)(=O)N3CCCC3)CC2)cc1OC	0%	4%	3%	-10%	i
CCn1c(SCC(=O)N/N=C/c2ccncc2)nc2ccccc21	-11%	4%	8%	-2%	4.6%
CC(NC(=S)Nc1c(Cl)cccc1OC(F)F)C(C)(C)C (configuration not stated)	31%	7%	-8%	-5%	2.3%
C=CCn1c(SCC(=O)Nc2ccccc2C)nc(O)cc1=O	19%	7%	8%	-26%	1.7%
N#Cc1c(N2CCOCC2)nsc1-c1ccc(C(F)(F)F)cc1	30%	9%	x	6%	2.8%
CCOc1ccc(-n2c(=O)c3sccc3n(CC(=O)Nc3cccc(OC)c3)c2=O)cc1	-1%	3%	-8%	-4%	0.8%
Cc1nonc1CC(=O)N1CCc2c([nH]c3ccccc23)C1c1ccccc1F (configuration not stated)	18%	6%	1%	2%	8.0%
Cc1ccc(C)c(N2CCN(S(=O)(=O)c3ccc4[nH]c(=O)ccc4c3)CC2)c1	-15%	-11%	2%	7%	4.6%
C/C(=N/NC(=O)C(C)n1nc(C)c([N+](=O)[O-])c1C)c1ccc(OCC(N)=O)cc1 (configuration not stated)	-6%	-5%	-2%	-2%	1.9%
O=C(NCCc1ccc(Cl)cc1)C1CCN(S(=O)(=O)N2CCCCC2)CC1	17%	4%	-4%	7%	1.1%
CN/C(=C\[N+](=O)[O-])NCCSCc1ccc(CN(C)C)o1	-17%	-1%	-12%	-13%	i
O=C(COc1ccc(Br)cc1)N1CCOCC1	13%	-3%	1%	-8%	0.7%
Cc1ccn2cc(-c3cccc(NC(=O)c4ccccc4)c3)nc2c1	-1%	-1%	-4%	-9%	1.8%
Cc1ccc(S(=O)(=O)N2CCOCC2)cc1NC(=O)CN1C(=O)NC2(CCCC2)C1=O	1%	5%	5%	x	2.5%
COc1ccc(C(=O)CSc2nccn2C)c(OC)c1	-8%	2%	-1%	1%	2.9%
Cc1ccc(OCC(=O)NCCCNC(=O)c2ccco2)cc1	2%	2%	-2%	15%	0.6%
O=C(NCC1CCCO1)/C(=C/c1ccccc1F)NC(=O)c1ccccc1 (configuration not stated)	8%	5%	6%	13%	0.6%
O=C1C2C(C(=O)N1/N=C/c1ccco1)C1C=CC2C12CC2 (configuration not stated)	0%	1%	2%	-3%	i
COC(=O)c1cc(Oc2ccc(S(=O)(=O)N3CCOCC3)cc2[N+](=O)[O-])cc(C(=O)OC)c1	3%	-4%	1%	x	4.4%
O=C(c1cccc2c1-c1ccccc1C2)N1CCCCC1	0%	-5%	0%	6%	i
N=c1c(C(=O)NC2CCCCC2)cc2c(=O)n3ccccc3nc2n1Cc1ccc(F)cc1	u	99%	1%	-18%	2.6%
Cc1ccccc1CC(=O)Nc1sc(C(C)C)cc1C(=O)N1CCOCC1	-5%	5%	-8%	-4%	6.8%
O=C(NCCc1c[nH]c2ccccc12)c1ccc(Br)o1	48%	3%	-4%	x	4.5%
CCOc1ccc(/C=N/NC(=O)c2ccc(Cn3cc(Br)cn3)o2)cc1	12%	-2%	-1%	2%	0.3%
CCOc1ccc2nc(SCC(=O)c3ccc(C)s3)sc2c1	70%	0%	-4%	4%	0.7%
Cc1cc(N)n2ncc(-c3ccc(F)cc3)c2n1	10%	69%	-7%	0%	8.6%

Some of these compounds in order of formula weight, smallest number first.
SMILES	M. tuberculosis	H37Rv inhibition	H1N1 NS1A inhibition	PhoP GFP inhibition	inhibitors of VEEV	others
Cc1cc(N)n2ncc(-c3ccc(F)cc3)c2n1	10%	69%	-7%	0%	8.6%
CCOc1ccc2nc(SCC(=O)c3ccc(C)s3)sc2c1	70%	0%	-4%	4%	0.7%
N=c1c(C(=O)NC2CCCCC2)cc2c(=O)n3ccccc3nc2n1Cc1ccc(F)cc1	u	99%	1%	-18%	2.6%
